RECQ1 helicase: RECQ1 (human) helicase inhibition | P46063 | RECQ1 DNA unwinding, red fluorescence kinetic read | Potency, µM (top dose mostly 57.3 µM), without a hit: at the top dose activity, negative = inhibition, hits mostly inhibitors | hit rate 0.54% among 240,000 | AID 2549;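 also: plate controls were vehicle for no effect and no enzyme for full effect; nearly all actives have a fitted effect of over 30% in size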
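RECQ1T1 50 nM; forked duplex (20 bp + 30-nt ss tails) 200 nM, ATP 2 mM final; pH 8.0, 2 mM MgCl2, 2.5 ug/ml poly(dI-dC); 15 min compound preincubation; discontinuous kinetic read over 2 h at RT.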
Tau FP inhib: tau fibrillization inhibition (FP); K18 P301L tau heparin fibrillization, Alexa594 FP, 6 h; hit rate 0.39% among 280,000; Potency, µM (top dose mostly 57.7 µM), for the others: at the highest dose activity, negative = inhibition, actives largely listed as inhibitors; also: % is scaled to controls: 0 for no effect and ±100 for the full control effect; nearly all actives have a fitted effect of over 55% in size
Target sequence (P10636 561-689 P618L limits assumed): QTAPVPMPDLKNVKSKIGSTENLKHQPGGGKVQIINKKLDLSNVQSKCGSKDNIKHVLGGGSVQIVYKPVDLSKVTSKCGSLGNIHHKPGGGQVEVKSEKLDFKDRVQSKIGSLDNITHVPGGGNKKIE
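Read-out: fluorescence polarization of Alexa 594-labeled tau (0.24 uM), 555 nm excitation, 632 nm emission. Mixtures held 15 uM unlabeled K18 P301L, compound and 20 uM heparin, pH 7 acetate buffer, incubated 6 hr at 37 C.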
HTT ATP protect: cytoprotection in Huntington HTT-Q103 PC12 cell model. AID 1471. PC12 HTT-Q103 induced, cytoprotection, ATP luminescence, 40 h. hit rate 0.14% among 230,000. Potency, µM (doses to about 56.4 µM), inactives show cytoprotection (ATP increase), most hits filed as activators;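 also: % of control where 0% means no effect; nearly all actives have a fitted effect of over 45% in size; toxic huntingtin expression switched on by the ecdysone agonist tebufenozide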
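Compounds added alongside 100 nM tebufenozide, which induces toxic Q103 huntingtin exon 1-GFP in stable PC12 cells; surviving cells quantified by luminescent ATP measurement. Medium: phenol red-free DMEM, 5% equine and 5% calf serum.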
TRb SRC2 PPI: disrupts binding of human TR beta to SRC2; P10828; TRbeta-SRC2 peptide binding, fluorescence polarization; receptor liganded with 1 µM T3; Potency, µM (top dose mostly 106 µM), for the others: at the highest dose activity change, negative = inhibition, usual class: inhibitors; hit rate 0.065% among 280,000; AID 1469;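 also: plate controls were bound peptide for no effect and peptide without receptor for full effect; nearly all actives have a fitted effect of over 50% in size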
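Human TRb LBD (0.6 uM) plus Texas Red-labeled SRC2 peptide (20 nM), 1uM T3, 5% DMSO, 5 hr at ambient temperature. Decreased polarization (555/632 nm) flags inhibition; data normalized to free and bound peptide controls.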
Tau fluor cs: counter-screen for tau fibril formation inhibitors. tau K18 P301L Alexa594 fluorescence, heparin fibrillization. Potency, µM (doses to about 57.7 µM), for inactives: at the top dose activity change, negative = decrease. hit rate 0.93% among 280,000; also: % is scaled to controls: 0 for no effect and ±100 for the full control effect; nearly all actives have a fitted effect of over 55% in size
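Human K18 P301L tau (15 uM unlabeled plus 0.24 uM Alexa 594-labeled, final) in 100 mM sodium acetate pH 7 was mixed with compound and 20 uM heparin and incubated 6 hr at 37 C.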
Tau ThT inhib: tau fibrillization inhibition (ThT binding) | Potency, µM (series often up to 57.4 µM), for the others: at the highest dose activity, negative = inhibition, usual class: inhibitors | recombinant tau K18 P301L (four-repeat tau fragment), heparin-induced fibrillization, ThT fluorescence | hit rate 2.1% among 270,000 | P10636 | AID 1460; also: % is scaled to controls: 0 for no effect and ±100 for the full control effect; nearly all actives have a fitted effect of over 55% in size
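Tau K18 P301L fragment (15 uM unlabeled plus 0.24 uM Alexa 594-labeled) in 100 mM sodium acetate pH 7 with compound, fibrillization induced by 20 uM heparin for 6 hr at 37 C. Thioflavin T (30 uM) added, fluorescence read after 1 hr (ex 450, em 510 nm).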
L3MBTL1 inh: L3MBTL1 (human) inhibition; AlphaScreen L3MBTL1–H3K9me1 peptide binding; AID 485360; Potency, µM (titrated, usually from 57.1 µM), for the others: at the highest dose activity, negative = inhibition, hits mostly inhibitors; hit rate 0.66% among 230,000; also: % is scaled to controls: 0 for no effect and ±100 for the full control effect; nearly all actives have a fitted effect of over 60% in size
Target sequence (Q9Y468 whole entry, looked up): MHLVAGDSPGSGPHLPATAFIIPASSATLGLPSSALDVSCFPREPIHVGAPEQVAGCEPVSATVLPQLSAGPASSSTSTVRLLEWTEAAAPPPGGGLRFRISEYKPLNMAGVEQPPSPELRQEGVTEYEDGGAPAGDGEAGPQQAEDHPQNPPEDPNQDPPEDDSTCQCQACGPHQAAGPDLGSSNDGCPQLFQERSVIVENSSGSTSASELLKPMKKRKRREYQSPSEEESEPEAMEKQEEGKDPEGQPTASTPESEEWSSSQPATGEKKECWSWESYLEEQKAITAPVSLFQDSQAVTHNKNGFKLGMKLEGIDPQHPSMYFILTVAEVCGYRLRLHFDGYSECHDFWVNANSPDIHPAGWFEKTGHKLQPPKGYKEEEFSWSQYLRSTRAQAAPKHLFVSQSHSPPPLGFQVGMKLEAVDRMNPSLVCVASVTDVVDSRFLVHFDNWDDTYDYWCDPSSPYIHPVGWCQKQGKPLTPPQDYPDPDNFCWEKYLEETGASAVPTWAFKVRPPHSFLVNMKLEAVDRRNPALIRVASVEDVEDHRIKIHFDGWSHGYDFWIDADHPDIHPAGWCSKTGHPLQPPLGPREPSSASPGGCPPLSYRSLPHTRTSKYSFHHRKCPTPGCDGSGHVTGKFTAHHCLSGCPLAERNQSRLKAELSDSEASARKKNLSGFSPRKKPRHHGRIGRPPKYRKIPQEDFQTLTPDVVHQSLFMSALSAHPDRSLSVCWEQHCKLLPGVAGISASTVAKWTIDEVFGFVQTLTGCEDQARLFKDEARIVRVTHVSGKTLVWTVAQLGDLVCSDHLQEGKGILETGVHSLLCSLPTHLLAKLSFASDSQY
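Displacement of a biotinylated histone H3(1-15) peptide monomethylated at Lys9 (75 nM) from L3MBTL1 (50 nM) was measured by AlphaScreen after a 30 min room-temperature compound incubation; cefsulodin titration served as intraplate control.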
TexasRed fluor: Texas Red fluorescence interference in TRb-SRC2 counter-screen; Potency, µM (top dose mostly 106 µM), without a hit: top-dose fluorescence change, negative = quenching; hit rate 0.29% among 280,000; TRb/SRC2 Texas Red total fluorescence interference; active = well fitted curve in either direction with a large enough effect; inconclusive = small, poorly fitted or top-dose-only effect; also: % is scaled to controls: 0 for no effect and ±100 for the full control effect
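Flags fluorescent or light-absorbing compounds by total fluorescence, S + 2P, at 555 nm excitation and 632 nm emission. Mixture: 20 nM Texas Red SRC2 peptide, 0.6 uM human TRb LBD, 1 uM T3, 5% DMSO; compound exposure 5 h at ambient temperature.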
* marks the source's active call; other numbers are inactive results; i = inactive; ? = inconclusive; . = not tested or not shown; & = joins results of further samples; [ ] = another dose, or the depositor's remark. Unless noted, calls follow the shape of the dose curve; as a rule, active = well fitted curve in the direction sought with a large enough effect; inconclusive = small, poorly fitted or top-dose-only effect, or another doubt; inactive = no such curve, though single readings can be large; an effect the other way counts as inactive or inconclusive. Potency is read from the fitted curve at half-maximal effect. An excerpt. The share of hits here may be higher or lower than overall.

nr | SMILES | RECQ1 helicase | Tau FP inhib | HTT ATP protect | TRb SRC2 PPI
1 | COc1cccc(NC(=O)CSc2c(C)cnc3c2c(=O)n(C)c(=O)n3C)c1 | . | ? | . | -3%
2 | Cc1nc2c(-c3ccc(F)cc3)c(C)nn2c(C)c1CCC(=O)N1CCN(c2ccccc2)CC1 | -15% | 12%&5% | -11% | 7%&-2%
3 | CCOc1ccc2ccccc2c1/C=N\NC(=O)OC | 0% | -3% | 26%[10 µM] | -2%
4 | CCOC(=O)c1ccc(NC(=O)C2CCCN(S(=O)(=O)c3ccc(F)cc3)C2)cc1 (centres undefined) | -7% | ? | 12% | 1%
5 | Cc1ccc(NC(=O)C2CCN(S(=O)(=O)c3c(C)noc3/C=C/c3cccs3)CC2)cc1F | . | ? | . | -5%
6 | CCN(CC)c1ccc(NC(=O)c2cnn3c(C(F)F)cc(-c4ccccc4)nc23)cc1 | . | 13% | . | -5%
7 | CN(C)c1ccc(/C=N/NC(=O)c2ccc3nc[nH]c3c2)cc1 | -6% | -12% | 0%[10 µM] | -1%
8 | CCOC(=O)N1CCN(c2cccc(C)c2C)CC1 | 5% | 3% | . | -3%
9 | CCCc1cc(=O)[nH]c(SCC(=O)Nc2nonc2N)n1 | 6% | 5% | -1%[0.074 µM] | -2%
10 | COc1ccc(C(=O)NC(=S)N2CCCCC2)cc1[N+](=O)[O-] | -5% | -2% | . | 2%

nr | Tau fluor cs | Tau ThT inhib | L3MBTL1 inh | TexasRed fluor
1 | 3% | 2% | . | -2%
2 | -17%&-13% | ? | -2% | -7%&2%
3 | -3% | -6% | 4% | -2%
4 | ? | -11% | . | 0%
5 | -27% | 14% | . | 0%
6 | ? | ? | . | 3%
7 | ? | 4.5µM* | -14% | -6%
8 | -11% | ? | 7% | -3%
9 | 0% | -1% | 14% | -4%
10 | 2% | 0% | 10% | 1%

The results go on.
nr | SMILES | RECQ1 helicase | Tau FP inhib | HTT ATP protect | TRb SRC2 PPI
11 | C/C(=C\C(=O)c1ccc(Cl)cc1)Nc1ccc(N2CCOCC2)cc1 | -4% | 2% | -4% | -7%
12 | Cc1cc(/C=C(\C#N)C(=O)Nc2ccccc2)c(C)n1-c1cccnc1 | 0% | 8% | -2%[10 µM] | -3%
13 | Cc1nc(-c2cccc(-c3noc(C)n3)c2)no1 | 2% | 10% | -21%[0.074 µM] | 3%
14 | O=C(CSc1nnnn1-c1ccc(Cl)cc1)NC(=O)Nc1ccc2c(c1)OCCO2 | -4% | -6% | 22%[10 µM] | -4%
15 | O=C(CCc1ccccc1)NNC(=O)c1ccc(NC(=O)c2ccccc2)cc1 | -8% | -4% | . | -3%
16 | CNC(=S)N/N=C/c1cc(C)n(-c2ccc(Cl)c(Cl)c2)c1C | -11% | 13% | . | -8%
17 | COC(=O)c1c(NC(=O)CN2CCN(c3ccccc3OC)CC2)c2c(C)cccc2n1C | -4% | -9% | -22%[0.074 µM] | -13%
18 | c1cnc(N2CCN(Cc3c[nH]c4ccccc34)CC2)nc1 | i | 0% | -86%[inhibitor] | -12%
19 | Cc1nc(NCc2ccccc2)c2nc(-c3ccccc3)n(CCN3CCCC3)c2n1 | -8% | 6% | -22% | 2%
20 | CC(C(=O)NC(=O)NC1CCCCC1)N1CCN(C(c2ccccc2)c2ccccc2)CC1 (centres undefined) | -11% | 9% | 14% | -11%

nr | Tau fluor cs | Tau ThT inhib | L3MBTL1 inh | TexasRed fluor
11 | -13% | ? | . | -5%
12 | -7% | -9% | -3% | -3%
13 | -2% | -7% | 31%[activator] | 1%
14 | -24% | -13% | -2% | -2%
15 | 3% | -2% | -1% | -5%
16 | -27% | ? | -23% | -2%
17 | 6% | -2% | -11% | 0%
18 | -8% | -9% | -7% | -3%
19 | 0% | 1% | . | -4%
20 | -10% | -21% | . | -2%

Later entries.
nr | SMILES | RECQ1 helicase | Tau FP inhib | HTT ATP protect | TRb SRC2 PPI
21 | CCOC(=O)NCc1ccc2c(c1)OCO2 | -2% | -3% | 0%[4.97 µM] | 8%
22 | COc1ccc(N(CC(=O)Nc2nccs2)S(=O)(=O)c2c(C)nn(C)c2C)cc1 | -5% | -4% | -18% | 4%
23 | O=C(CSc1ncn[nH]1)c1cc2ccccc2o1 | -5% | -1% | -12% | -1%
24 | COc1cc([N+](=O)[O-])cc(/C=N/NC(=O)c2cc(C)nc3ccccc23)c1O | -12% | -8% | -4%[10 µM] | 3%
25 | Cc1nc2nc(SCC(=O)Nc3ccccc3Cl)nn2c(C)c1Cc1ccccc1 | . | 2% | . | -2%
26 | O=C(Nc1ccc2nc(-c3ccco3)[nH]c2c1)c1ccco1 | 2% | -3% | -91%[inhibitor] | 2%
27 | Cc1c(NC(=S)Nc2ccccc2)c(=O)n(-c2ccccc2)n1C | -15% | 5% | 12%[10 µM] | 4%
28 | NC(=O)c1cc2ccccc2oc1=NCc1ccccc1 | i | -9% | -27% | -4%
29 | COCCNC(=O)c1ccc2ccccc2n1 | 12% | -3% | 3% | -17%
30 | CCCCn1c(SCC(=O)Nc2cccc(C)n2)nnc1-c1ccco1 | i | -4% | -6% | -8%

nr | Tau fluor cs | Tau ThT inhib | L3MBTL1 inh | TexasRed fluor
21 | 1% | 0% | 5% | 2%
22 | -6% | -6% | -3% | -6%
23 | 3% | 1% | 3% | -2%
24 | -22% | 14µM* | ? | -4%
25 | -11% | -4% | . | -2%
26 | -20% | ? | . | -3%
27 | -2% | -6% | -3% | 0%
28 | -13% | -17% | -10% | 1%
29 | -2% | -1% | -10% | 0%
30 | -6% | -13% | -2% | 1%

Compounds shown so far that contain a furan ring, fused or not (three):
nr | SMILES | RECQ1 helicase | Tau FP inhib | HTT ATP protect | TRb SRC2 PPI
23 | O=C(CSc1ncn[nH]1)c1cc2ccccc2o1 | -5% | -1% | -12% | -1%
26 | O=C(Nc1ccc2nc(-c3ccco3)[nH]c2c1)c1ccco1 | 2% | -3% | -91%[inhibitor] | 2%
30 | CCCCn1c(SCC(=O)Nc2cccc(C)n2)nnc1-c1ccco1 | i | -4% | -6% | -8%

nr | Tau fluor cs | Tau ThT inhib | L3MBTL1 inh | TexasRed fluor
23 | 3% | 1% | 3% | -2%
26 | -20% | ? | . | -3%
30 | -6% | -13% | -2% | 1%

The listing continues:
nr | SMILES | RECQ1 helicase | Tau FP inhib | HTT ATP protect | TRb SRC2 PPI
31 | Cc1ccc(CN2CCN(/N=C\C=C\c3ccccc3)CC2)cc1 | i | ? | -41%[inhibitor] | 14%
32 | COc1ccc(C2CC(c3cccs3)=NN2c2ccccc2)cc1 (centres undefined) | 4% | 17% | 2%[10 µM] | -5%
33 | FC(F)Sc1ccc(NC(=S)NCc2ccccc2)cc1 | -2% | ? | -21% | -9%
34 | COc1ccc(CNS(=O)(=O)c2ccc(C(=O)N(C)C)s2)cc1 | . | 3% | . | -8%
35 | Cc1ccc(NC(=O)N2CCc3ccccc32)cc1C | -10% | -1% | . | 0%
36 | CCCCCC(=O)N1CC2(CC(c3cccc(NC(=O)[C@@H]4CCC(=O)N4)c3)=NO2)C[C@@H]1C(N)=O (some centres undefined) | ? | 2% | 33%[10 µM] | 1%
37 | O=C(N/C(=C\c1cccc([N+](=O)[O-])c1)C(=O)N1CCOCC1)c1ccc([N+](=O)[O-])cc1 | i | 0% | . | 2%
38 | CC1(C)Cc2c(c(N3CCOCC3)nc3sc4c(NN)ncnc4c23)CS1 | i | 5% | -41%[inhibitor] | -2%
39 | COC(=O)[C@H](COC(C)(C)C)NC(=O)O[C@@H]1C(=O)c2ccc(OC)cc2O[C@H]1c1cccc(C(F)(F)F)c1 | 0% | 5% | ? | -2%
40 | N#CC1=C(N)Oc2c(O)cc3ccccc3c2C1c1ccsc1 (centres undefined) | -5% | ? | -28%[1.9 µM] | 5%

nr | Tau fluor cs | Tau ThT inhib | L3MBTL1 inh | TexasRed fluor
31 | -14% | ? | ? | -2%
32 | ? | ? | 212%[activator] | -1%
33 | ? | -5% | 7% | -1%
34 | -1% | -7% | . | -2%
35 | -19% | ? | 7% | 0%
36 | 13% | 7% | . | 0%
37 | -6% | -5% | -1% | 1%
38 | ? | -22% | . | 0%
39 | -13% | -5% | . | 0%
40 | 16µM*[quencher] | ? | -12% | 10%

Next part.
nr | SMILES | RECQ1 helicase | Tau FP inhib | HTT ATP protect | TRb SRC2 PPI
41 | Cc1ccc2nc(NNC(=O)c3ccc(S(=O)(=O)N4CCc5ccccc5C4)cc3)sc2c1 | -14% | 5% | . | -3%
42 | COc1ccc(/C=N/NC(=O)CNc2c(Br)cc(C)cc2Br)c(C(=O)O)c1OC | -9% | 4% | -42%[inhibitor] | -4%
43 | CCOc1ccc(N2CC(C(=O)Oc3ccccc3)CC2=O)cc1 (centres undefined) | -7% | 11% | 15% | 3%
44 | O=C(c1ccco1)c1n[nH]nc1-c1ccccc1 | -8% | -11% | 13% | 10%
45 | CC1CCc2cc(F)ccc2N1C(=O)CCC(=O)O (centres undefined) | -3% | 3% | -26%[10 µM] | 2%
46 | COc1ccccc1CC1(C)NC(=O)N(CC(=O)N2CCc3ccccc3C2)C1=O (centres undefined) | -1% | -4% | 11% | 3%
47 | Cc1ccc(S(=O)(=O)Nc2ccc(NC(=O)c3cccs3)cc2)cc1 | -12% | ? | -13%[10 µM] | -7%
48 | O=C(C1CCCO1)N1CCN(c2ccccn2)CC1 (centres undefined) | i | -3% | -22% | 4%

nr | Tau fluor cs | Tau ThT inhib | L3MBTL1 inh | TexasRed fluor
41 | -13% | -7% | ? | -9%
42 | 12% | 0% | -12% | 0%
43 | 1% | -10% | 4% | 3%
44 | -2% | 1% | -2%[11.4 µM] | -4%
45 | 0% | 3% | 9% | -1%
46 | -2% | -6% | 5% | 2%
47 | ? | -2% | -14% | 1%
48 | 1% | 1% | -1% | -2%

Compound activity as filed in PubChem BioAssay.
